# TTR transcr act: increases transthyretin transcription; 92,000 tested, 1.3% active; activation, % at 16.7 µM; AID 1117267; SH-SY5Y TTR promoter Gaussia luciferase, luminescence; 100% = recombinant luciferase protein wells;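 active = activation above the mean of all tested compounds plus 3 SD, cut at about 9.5% in these data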;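 note: cells exposed to compounds for one day before reading; 0% = median of all test compound wells on the plate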
# * marks the source's active call; other numbers are inactive results. Some of the compounds tested; count on the stated rates, not on these rows.
cpd	smiles	TTR transcr act
1	COc1ccc(CC2=C(O)c3ccccc3C(=O)C2=O)cc1	-0.8
2	C#CCOc1ccccc1/C=N/NC(=O)c1ccccc1OCc1ccccc1	-3.1
3	N#Cc1cccc(-n2cc(COC(=O)NCCc3ccccc3)nn2)c1	-0.1
4	CCOC(=O)c1sc2nccc(N(C)C)c2c1N=CNOCc1c(F)cccc1Cl	-2.9
5	COc1ccc(Cl)cc1NC(=O)CN(C)C(=O)CCC(=O)c1cc(C)sc1C	-0.8
6	Cc1ccc(CNS(=O)(=O)NCc2ccc(Cl)cc2)cc1	-1.5
7	CCCN1C(=O)/C(=C2/C=Cc3ccccc3N2CC)SC1=S	-2.6
8	COc1cccc(CNC(=O)c2cc3c(c(-c4cccc(-c5cccc(C#N)c5)c4)n2)[C@H](CCO)N(S(=O)C(C)(C)C)C3)c1 (stereo partly drawn)	-1.4
9	O=c1c2sc3nc(N4CCOCC4)c4c(c3c2ncn1-c1ccccc1)CCCC4	2.6
10	O=C(O)c1cn(Cc2ccccc2)c2ccc(Cl)cc2c1=O	1.4
11	Nc1ccc2c(c1)COc1ccccc1O2	-1.6
12	CC(C)(C)c1ccc(C(=O)/C(C#N)=C/c2cccs2)cc1	-0.9
13	CCN(CC)S(=O)(=O)c1ccc(-c2nnc(SCC(=O)N3CCOCC3)o2)cc1	-2.1
14	COc1cccc2sc(NC(=O)c3ccc(S(=O)(=O)N4CCOCC4)cc3)nc12	-2.6
15	COCCN(CCOC)Cc1cc(=O)oc2cc(OC)c(Cl)cc12	1.5
16	O=C(CSc1ccc(F)cc1)NNC(=O)c1ccccc1Br	2.2
17	O=C(c1[nH]c(C(F)(F)F)nc1-c1ccccc1)N1CCCN(Cc2ccc(F)cc2)CC1	-0.2
18	O=C(NCc1cccc(C(F)(F)F)c1)c1csc([C@@H]2C[C@H](O)[C@@H](CO)O2)n1	-1.6
19	COc1ccc(NC(=O)c2c(NC(=O)CNCC(C)C)sc3c2CCC3)c(OC)c1	2.2
20	O=C(N/N=C/c1ccncc1)c1nc2ccccc2c(=O)[nH]1	0.2
21	CC(=O)Cc1nsc(NC(=O)c2ccc(COc3cccc(C)c3)o2)n1	3.8
22	NS(=O)(=O)c1ccc(NC(=O)CN2CCCc3ccccc32)cc1	-1.5
23	CC(C)(C)Cc1c(-c2ccc(C#N)cc2)nc2ccc(Cl)cn12	-0.5
24	CCOC(=O)C1CCCN(Cc2cn[nH]c2-c2ccc(F)cc2F)C1 (stereo not drawn)	1.8
25	CS(=O)(=O)N1CCN(C(=O)Cc2cccs2)CC1	0.4
26	COCCNC(=O)/C(C#N)=C/c1cccs1	-1.9
27	CC(C)Cc1nnc(NC(=O)c2ccc3c(c2)NC(=O)C(C)S3)s1 (stereo not drawn)	-2.6
28	O=C(c1ccco1)N1CCN(C2CN(Cc3ccc(F)cc3)S(=O)(=O)C2)CC1 (stereo not drawn)	1.5
29	CC(C)CC(NS(=O)(=O)c1ccc2c(c1)oc(=O)n2C)C(=O)NC1CCCc2ccccc21 (stereo not drawn)	-3.1
30	O=C(COc1ccc([N+](=O)[O-])cc1)Nc1cccnc1	3.4

# An excerpt from above in order of number of heavy atoms, smallest number first.
cpd	smiles	TTR transcr act
26	COCCNC(=O)/C(C#N)=C/c1cccs1	-1.9
27	CC(C)Cc1nnc(NC(=O)c2ccc3c(c2)NC(=O)C(C)S3)s1 (stereo not drawn)	-2.6
21	CC(=O)Cc1nsc(NC(=O)c2ccc(COc3cccc(C)c3)o2)n1	3.8

# (next part)
cpd	smiles	TTR transcr act
31	CCc1nc(N2CCCC(C)C2)c2oc3ccccc3c2n1 (stereo not drawn)	0.6
32	COc1ccc(NC(=S)NNC(=O)c2ccco2)c(OC)c1	0.6
33	Cc1ccc(OCC(=O)N(Cc2ccccc2)c2c(N)n(Cc3ccccc3)c(=O)[nH]c2=O)c(C)c1	-0.4
34	N#Cc1nnn(-c2cc(Cl)cc(Cl)c2)c1N	2.5
35	O=C(N1CCCC1)n1c(Cc2ccccc2)nc2ccccc21	-2.6
36	CC(=O)c1c(C)[nH]c(C(=O)COC(=O)c2c(C)noc2C)c1C	-2.0
37	CC(=O)NS(=O)(=O)c1ccc(NC(=O)c2ccccc2F)cc1	2.2
38	O=C(N/N=C(\Cc1ncc[nH]1)c1ccccc1)c1ccccc1	1.8
39	COc1ccccc1CNC(=O)c1ccc(OCc2c(C)noc2C)c(OC)c1	0.6
40	N#CCC(=O)Nc1sc2c(c1C(N)=O)CCCC2	8.4
41	O=C(/C=C/c1ccc(F)cc1)NC(=S)NNC(=O)c1cnccn1	-0.3
42	CC(C)(C)C1CCC2(CC1)SCC(=O)N2c1ccccc1 (stereo not drawn)	-1.5
43	CC12CCC(C(=O)Nc3nc4ccc(Br)cc4s3)(OC1=O)C2(C)C (stereo not drawn)	-3.5
44	CC1(C(=O)NS(=O)(=O)c2ccc(C#N)cc2)CCN1C(=O)C1(c2ccc(Cl)cc2)CCC1 (stereo not drawn)	-5.4
45	O=C(COC(=O)c1ccccc1Br)NC1CCCCCCC1	-0.7
46	CS(=O)(=O)N1N=C(c2ccccc2)CC1c1cccs1 (stereo not drawn)	-1.5
47	O=C(O)CCC(=O)Nc1cccc(-c2nnc(-c3ccccc3)o2)c1	2.9
48	Cc1onc(-c2c(Cl)cccc2Cl)c1C(=O)O/N=C(\C#N)c1ccccc1	1.1
49	Cc1ccccc1C1=N/C(=C/c2cccs2)C(=O)O1	-1.1
50	CCn1c(SCC(=O)Nc2ccc3c(c2)OCCO3)nnc1C1CC1	-1.2
51	Cc1ccc(CNC(=O)C2CCN(S(=O)(=O)c3ccc4c(c3)CC(C)N4C(=O)C3CC3)CC2)cc1 (stereo not drawn)	-2.7
52	Cc1cc(C)n(CC(=O)N/N=C/c2ccccn2)n1	0.3
53	CCn1c(=O)c(=O)n(CC)c2cc(S(=O)(=O)Nc3ccc(C)cc3)ccc21	2.0
54	O=S(=O)(c1ccccc1)N1CCC(N2CCCCCC2)CC1	-0.8
55	O=C(CSc1nc2cc(Cl)ccc2s1)NCC1CCCO1 (stereo not drawn)	0.8
56	CC(=NNC(=O)c1ccc(NS(=O)(=O)c2cccs2)cc1)c1ccc(OCC(N)=O)cc1	1.6
57	O=C(O)CCC(=O)N(Cc1ccccc1)Cc1ccccc1	-0.8
58	NC(=S)N/N=C/c1cccc(Br)c1	-0.6
59	CC(C)N1CC2=C(OC(N)=C(C#N)C2c2cccnc2)/C(=C/c2cccnc2)C1 (stereo not drawn)	-1.0
60	CC(C)c1cc(-c2cc(-c3ccc(Cl)cc3)on2)nc(NC2CCCC2)n1	0.2
61	CC(=O)c1c(C)[nH]c(C(=O)Nc2nc(-c3ccc(-c4ccccc4)cc3)cs2)c1C	1.4
62	O=C(CCCCn1c(=O)[nH]c2ccccc2c1=O)N1CCN(c2ncccn2)CC1	-1.6
63	COc1cccc(Nc2nc(C(N)CCc3ccccc3)cs2)n1 (stereo not drawn)	-0.9
64	COc1cc2c(cc1OC)CN(C1CC(=O)N(c3c(C)cccc3C)C1=O)CC2 (stereo not drawn)	1.5
65	Cc1c(NC(=O)COc2ncnc3c(Cl)cc(Cl)cc23)c(=O)n(-c2ccccc2)n1C	0.3
66	CC1=C(C(=O)OCc2ccccc2)C(c2ccccn2)c2c(n(C)c(=O)n(C)c2=O)N1 (stereo not drawn)	0.2
67	CCOC(=O)/C(C#N)=C/Nc1ccccc1OC(F)(F)F	0.2
68	CCc1ccc(S(=O)(=O)NCCc2cn3ccc(C)cc3n2)s1	3.1
69	O=C1CN(C(=O)CNCc2ccccc2)c2ccccc2N1	3.7
70	COC(=O)c1cc(C(=O)c2cccc(Cl)c2Cl)cn1C	-0.1
71	O=C(CC(Nc1ccc(Cl)cc1Cl)C(=O)O)c1ccccc1 (stereo not drawn)	-0.4
72	CNC(=O)/C(C#N)=C1\SC(Cc2ccc(F)cc2)C(=O)N1c1ccccc1C (stereo not drawn)	0.7
73	O=C(NCCCc1ccccc1)C1CCN(c2nnc(-n3cccc3)s2)CC1	0.2
74	Cc1cc(C)cc(NC(=O)c2ccc(CNc3c(N4CCOCC4)c(=O)c3=O)cc2)c1	-0.3
75	CCOC(=O)c1cc(-c2ccccc2C)nn1Cc1cc(CC)no1	-0.5
76	O=C(CC1SC(=O)N(c2ccccc2)C1=O)Nc1cccc2ccccc12 (stereo not drawn)	5.0
77	NC(=O)c1nnsc1-c1ccco1	1.2
78	COC(=O)N/N=C/C1=CCC2CC1C2(C)C (stereo not drawn)	0.5
79	O=C(Cn1cnc2ccccc2c1=O)NC1CCCc2ccccc21 (stereo not drawn)	1.5
80	CCNc1nc(NC(C)C)nc(Nn2cnnc2)n1	0.6

# (cont.)
cpd	smiles	TTR transcr act
81	O=C(O)CSCC(=O)Nc1ccc(C(F)(F)F)cc1	1.9
82	O=C(Nc1cccc(C(F)(F)F)c1)n1cc(-c2ccccn2)c(N2CCOCC2)n1	-1.0
83	CCOc1ccccc1N(C)S(=O)(=O)c1ccc2c(c1)N(C(C)=O)CCO2	-0.8
84	Cc1ccc(NC(=O)C(=O)NCC2CCN(C(=O)c3cccc([N+](=O)[O-])c3)CC2)cc1	3.6
85	COc1ccc(-c2ccc3oc(-c4ccc(OC)cc4)c(-c4ccc(OC)cc4)c3c2)cc1	2.4
86	Cn1ccnc1SCC(=O)Nc1ccccc1	1.4
87	COCCN1Cc2cccc(C(=O)NC(C)c3cccs3)c2C1=O (stereo not drawn)	-0.1
88	O=C(NC(=S)N1CCN(c2ccccn2)CC1)c1ccccc1	2.3
89	CCC(=O)N1c2ccc(S(=O)(=O)CCC(=O)N3CCN(c4ccccc4)CC3)cc2CC1C (stereo not drawn)	-0.4
90	O=C(CSc1ccccn1)Nc1cccc2ccccc12	0.2

# Molecules from the list above that contain a nitro group on carbon (two):
cpd	smiles	TTR transcr act
30	O=C(COc1ccc([N+](=O)[O-])cc1)Nc1cccnc1	3.4
84	Cc1ccc(NC(=O)C(=O)NCC2CCN(C(=O)c3cccc([N+](=O)[O-])c3)CC2)cc1	3.6

# The list continues:
cpd	smiles	TTR transcr act
91	O=C(Nc1nncs1)c1cc(-c2ccco2)nc2ccccc12	-0.2
92	Cc1noc(C)c1CSCC(=O)Nc1cc(Cl)ccc1N1CCOCC1	-0.5
93	C/C(=N\NC(=O)c1ccn(C)n1)c1ccco1	-1.8
94	O=C(C(=O)N1CCN(c2cccc(Cl)c2)CC1)c1cn(CC(=O)N2CCOCC2)c2ccccc12	5.0
95	COc1ccc(/C=N/N=C(\N)c2nonc2N)cc1OC	1.1
96	S=C(NCc1ccco1)N/N=C/c1ccncc1	-0.9
97	Cc1nn(-c2ccccc2)c(Cl)c1/C=N/NC(=O)c1ccccc1F	-1.5
98	O=C(COc1ccccc1)OC(C(=O)c1ccccc1)c1ccccc1 (stereo not drawn)	0.5
99	Cc1ccc2[nH]cc(CCCN3C(=O)c4ccccc4C3=O)c2c1	0.4
100	CCOc1nc2ccccc2cc1C=O	1.2

# Reprinted at random: three entries already listed
cpd	smiles	TTR transcr act
57	O=C(O)CCC(=O)N(Cc1ccccc1)Cc1ccccc1	-0.8
5	COc1ccc(Cl)cc1NC(=O)CN(C)C(=O)CCC(=O)c1cc(C)sc1C	-0.8
36	CC(=O)c1c(C)[nH]c(C(=O)COC(=O)c2c(C)noc2C)c1C	-2.0

# Additional results.
cpd	smiles	TTR transcr act
101	Cc1ccc(N(C(=O)Nc2ccccc2)C2=NCCC2)cc1	1.3
102	COc1ccccc1CNC(=O)CCS(=O)(=O)c1ccc2c(c1)CC(C)N2C(=O)C1CC1 (stereo not drawn)	1.4
103	Fc1cccc(Cc2c(-c3ccco3)nc3ccc(Br)cn23)c1	-2.0
104	CC(=O)C1=C(c2ccccc2)OC(N)=C(C#N)C1c1ccccc1C (stereo not drawn)	-0.6
105	O=P(c1ccccc1)(c1ccccc1)C(O)c1cccs1 (stereo not drawn)	-2.5
106	CC(C)c1cccc(C(C)C)c1OC(=O)[C@H]1OC(C(C)(C)C)=C[C@@H]1c1ccccc1	2.2
107	O=C(OC1CCOC1=O)c1cc(-c2ccc(Br)cc2)nc2ccccc12 (stereo not drawn)	-0.9
108	CC(CN1CCOCC1)OC(=O)C(c1ccccc1)c1ccccc1 (stereo not drawn)	-1.6
109	O=C(CSc1nncs1)Nc1nnc(-c2ccccc2)o1	1.2
110	COc1cccc(/C=C/C(=O)Nc2ccc(C(=O)Nc3cccc(S(N)(=O)=O)c3)cc2)c1OC	-0.2
111	Cc1cc2cc(CNC(=S)NC3CCCCC3)ccc2n1C	-0.7
112	COc1ccc(-n2cnc3ccccc3c2=O)c([N+](=O)[O-])c1	0.3
113	O=C(Cc1cccs1)Nc1cccc(-c2nc3ccccc3[nH]2)c1	0.5
114	CC(C)c1ccc2[nH]c(O)c(N=NC(=O)c3ccc(CSc4nncn4C)cc3)c2c1	8.6
115	Cc1ccccc1-c1noc(CCC(=O)NCC2CCCO2)n1 (stereo not drawn)	0.1
116	CC(C)Oc1cc(NC(=O)CS(=O)CC(=O)Nc2cccc(C(F)(F)F)c2)c(Cl)cc1Cl (stereo not drawn)	3.5
117	CCOC(=O)c1sc2ccc(S(=O)(=O)N3CCOCC3)cc2c1N	-1.5
118	CC(C)N1CCC(N2CCN(CC#Cc3ccccc3)CC2CCO)CC1 (stereo not drawn)	-0.2
119	O=C(CSc1ncnc2ccccc12)NCCc1ccccc1	-1.2
120	Cc1cccc(NC(=O)c2ncn3c2C(=O)N[C@H](C)C3)c1	-0.7
121	O=C(CCl)N(Cc1ccccc1)c1ccccc1	-3.1
122	COc1cccc(C(c2c(NC(=O)c3ccco3)sc(C)c2C)N2CCOCC2)c1 (stereo not drawn)	-0.3
123	CCC(c1nnnn1-c1c(C)cccc1C)N1CCCN(Cc2ccc(F)cc2)CC1 (stereo not drawn)	-0.1
124	Cc1cc(C)c(S(=O)(=O)c2cc(F)ccc2C)c(=O)[nH]1	-1.2
125	CCN(CC)S(=O)(=O)c1ccc(C(=O)Nc2cc(C)cc(C)c2)cc1	-1.6
126	Cc1cccc(-n2cc(-c3ccccc3)c3c(=O)[nH]cnc32)c1	0.4
127	COc1ccc(CCN(C)Cc2c(O)ccc3ccccc23)cc1OC	-1.2
128	N#C/C(=C/c1ccc(N2CCCCC2)o1)C(=O)NCCc1c[nH]c2ccccc12	-1.6
